Assay outcomes: PubChem BioAssay, National Center for Advancing Translational Sciences (NCATS)
Lipid storage S3: qHTS Assay for Lipid Storage Modulators in Drosophila S3 Cells | 0.64% of 320,000 active | AID 2685 | Drosophila S3 cells, BODIPY lipid droplet fluorescence, 18-24 h; cells fed with added oleic acid | Potency in µM for hits, for the others lipid storage change, negative = inhibition, % at the top dose, mostly 46.1 µM; active means well fitted inhibition curve with a large enough effect in the signal ratio, with a control signal flat, not every such curve was filed as active; inconclusive means small, poorly fitted or top-dose-only effect, or effect the other way, or a change in a side signal; the % refers to the signal ratio
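Laser-scanning cytometry quantifies lipid droplet accumulation (500–530 nm total intensity; droplet/cell object ratio) in oleic acid-fed (400 uM added) Drosophila S3 cells treated with a concentration series. 20 uM Triacsin C defined 100% inhibition.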
Lipid storage S3 cell count max: second read-out of Lipid storage S3, no call of its own (marks repeat the call); cell number change, %; measured here: cell count max response;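 cells counted by Cell Tracker Red CMTPX staining in the red channel; peak over a dose series mostly up to 46.1 µM; percent activity relative to internal control wells on each plate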
* = called active by the depositor. On the % scale 0 is the no-effect control and ±100 the full control effect; potency means the concentration at half of the fitted maximal effect. Some of the compounds tested. The share of hits here may be higher or lower than overall.

CC1=CC(=O)C(C(C)=Nc2ccccc2Cl)C(=O)O1 (centres undefined) was read as Lipid storage S3 inconclusive.
For O=C(NC1CCCCC1)C(c1cccnc1)N(C(=O)CCl)c1ccc(F)cc1 (centres undefined) the results were Lipid storage S3 -10%.
For COCCNC(=S)NC12CC3CC(CC(C3)C1)C2 the results were Lipid storage S3 inconclusive.
`CC(C)c1ccccc1NC(=O)CSc1n[nH]c(=O)n1C1CC1` gave Lipid storage S3 -8% and Lipid storage S3 cell count max -6.
For CC1(C)Cc2c(sc(NC(=O)C(=O)N3CCOCC3)c2C(N)=O)CO1 the results were Lipid storage S3 inactive and Lipid storage S3 cell count max 8.
For Cc1ccc2c(c1)c1c(n2C)C(=O)CCC1 the results were Lipid storage S3 -5% and Lipid storage S3 cell count max -18.
`CC(C)(C)c1cc(N)n(-c2ccc(C(=O)O)cc2)n1` gave Lipid storage S3 -11% and Lipid storage S3 cell count max -2.
Screening Cc1ccc(CNc2nc(C)cs2)cc1 returned Lipid storage S3 inconclusive.
Cc1ccc(N(CC(=O)NCc2ccc(Cl)cc2)S(C)(=O)=O)cc1 was read as Lipid storage S3 -17% and Lipid storage S3 cell count max 16.
Screening CCNc1nc(NC(C)CC)nc(Oc2ccc(OCC)nn2)n1 (centres undefined) returned Lipid storage S3 19% and Lipid storage S3 cell count max -3.
Screening COc1cccc(-n2c(SCC(=O)O)nnc2-c2cccnc2)c1 returned Lipid storage S3 1% and Lipid storage S3 cell count max 5.
For CCN(CC)C(=O)c1oc2ccc(S(=O)(=O)N3CCCCCC3)cc2c1C the results were Lipid storage S3 inconclusive.
`CC(=O)c1cccc(NC(=O)c2ccc3c(Cl)c4c(nc3c2)CCCC4)c1` gave Lipid storage S3 6% and Lipid storage S3 cell count max 4.
For COC(=O)c1c(NC(=O)CN2CCN(S(=O)(=O)c3ccccc3)CC2)sc2c1CCC(C)C2 (centres undefined) the results were Lipid storage S3 2% and Lipid storage S3 cell count max -5.
`COc1cccc(-c2cc(C(=O)Nc3cccc(O)c3)no2)c1` gave Lipid storage S3 20% and Lipid storage S3 cell count max -12.
Screening CC1CCN(Cc2c(C(=O)N/N=C/c3cc(Br)ccc3O)nnn2-c2nonc2N)CC1 returned Lipid storage S3 inconclusive.
For COc1ccc(C2=NOC(C(=O)NCC(C)C)C2)cc1 (centres undefined) the results were Lipid storage S3 inconclusive.
`O=C(COC(=O)c1ccc(S(=O)(=O)Nc2ccccc2)cc1)NC1CCCC1` gave Lipid storage S3 inconclusive.
CCCN1Cc2cccc(C(=O)Nc3ccc4c(c3)OCO4)c2C1=O was read as Lipid storage S3 inconclusive.
Screening O=C(CCn1nnc2ccccc21)OCC(=O)c1ccc([N+](=O)[O-])cc1 returned Lipid storage S3 0.73µM* and Lipid storage S3 cell count max 5.7*.
For CCOC(=O)c1cnc2c(C)c(Cl)ccc2c1N1CCOCC1 the results were Lipid storage S3 inconclusive.
`Cc1nc2ccccc2c(=O)n1NC(=O)c1ccccc1F` gave Lipid storage S3 inconclusive.
`O=C(c1c[nH]c2ccc(S(=O)(=O)N3CCOCC3)cc2c1=O)N1CCCC1` gave Lipid storage S3 -9% and Lipid storage S3 cell count max -13.
`Nc1c(C(=O)Nc2ccccc2F)sc2nc(Cc3ccccc3)cc(C(F)(F)F)c12` gave Lipid storage S3 inactive.
CCN(CC)C(=O)COC(=O)C1CCN(S(=O)(=O)c2ccc3c(c2)OCCO3)CC1 was read as Lipid storage S3 inconclusive.
N#Cc1cc([N+](=O)[O-])ccc1NCCN1CCOCC1 was read as Lipid storage S3 inconclusive.
For Nc1ncc2c(n1)CCN(c1ccc([N+](=O)[O-])cc1)C2 the results were Lipid storage S3 23µM* and Lipid storage S3 cell count max -21*.
Screening O=C(CSc1nc2ccccc2c(=O)[nH]1)NCc1ccc(Cl)cc1 returned Lipid storage S3 -1% and Lipid storage S3 cell count max 13.
COc1ccc(-c2cc(C(=O)N3CCCCCC3)no2)cc1 was read as Lipid storage S3 inconclusive.
For Cc1ccccc1N(Cc1cc(=O)[nH]c2ccccc12)C(=O)C(C)C the results were Lipid storage S3 inconclusive.
`Cc1c(Cl)cccc1NC(=O)CCN1CCCCC1` gave Lipid storage S3 inconclusive.
For N#C/C(=C\c1ccc(-c2ccccc2[N+](=O)[O-])o1)C(=O)Nc1nc(-c2cccs2)cs1 the results were Lipid storage S3 7% and Lipid storage S3 cell count max 2.
For CS(=O)(=O)N(CC(=O)Nc1ccc(S(=O)(=O)N2CCOCC2)cc1)c1ccccc1Cl the results were Lipid storage S3 -29% and Lipid storage S3 cell count max -22.
`COc1ccc(NC(=S)N2CCN(c3ccccn3)CC2)cc1` gave Lipid storage S3 inconclusive.
CCN(CC)C(=O)c1ccc2c(=O)n(CCOC)c(=S)[nH]c2c1 was read as Lipid storage S3 2% and Lipid storage S3 cell count max 8.
COc1ccc([C@H]2CC(=O)C=C(c3cccc(Cl)c3O)C2)cc1OC was read as Lipid storage S3 inconclusive.
COc1ccccc1Nc1ccc(S(=O)(=O)N2CCCCC2)cc1[N+](=O)[O-] was read as Lipid storage S3 19% and Lipid storage S3 cell count max -27.
Screening CCOC(=O)Cn1c(C(C)=O)nc2ccccc21 returned Lipid storage S3 6% and Lipid storage S3 cell count max 1.
`O=C(CCc1ccc(S(=O)(=O)N2CCOCC2)cc1)N/N=C/c1ccc(O)c(O)c1O` gave Lipid storage S3 inconclusive.
`COc1ccc(NCc2nnc(SCC(=O)Nc3cc(C(F)(F)F)ccc3Cl)o2)cc1` gave Lipid storage S3 inconclusive.
`O=C(NC1CCCC1)C(c1ccsc1)N(Cc1ccccc1)C(=O)Cc1cccs1` (centres undefined) gave Lipid storage S3 -14% and Lipid storage S3 cell count max -15.
Screening COc1cc(C(=O)NCC(=O)Nc2c(C)cccc2C)ccc1OCc1ccccc1 returned Lipid storage S3 -8% and Lipid storage S3 cell count max -5.
Cc1ccc(C(=O)N2CCN(Cc3nc4sc5c(c4c(=O)[nH]3)CCCC5)CC2)cc1 was read as Lipid storage S3 inactive and Lipid storage S3 cell count max 21.
Screening COc1cccc(C(=O)NC2CC3CCCC(C2)N3CC(=O)Nc2ccc(N(C)C)cc2)c1 (centres undefined) returned Lipid storage S3 -19%.
Screening COc1ccc([C@@H]2C(C#N)=C(N)S[C@@H](c3ccccc3)[C@@H]2[N+](=O)[O-])cc1 returned Lipid storage S3 inconclusive.

6 compounds out of the list, arranged by molecular weight, high to low.
For CS(=O)(=O)N(CC(=O)Nc1ccc(S(=O)(=O)N2CCOCC2)cc1)c1ccccc1Cl the results were Lipid storage S3 -29% and Lipid storage S3 cell count max -22.
`COc1ccc(NCc2nnc(SCC(=O)Nc3cc(C(F)(F)F)ccc3Cl)o2)cc1` gave Lipid storage S3 inconclusive.
`O=C(CCc1ccc(S(=O)(=O)N2CCOCC2)cc1)N/N=C/c1ccc(O)c(O)c1O` gave Lipid storage S3 inconclusive.
`O=C(NC1CCCC1)C(c1ccsc1)N(Cc1ccccc1)C(=O)Cc1cccs1` (centres undefined) gave Lipid storage S3 -14% and Lipid storage S3 cell count max -15.
Cc1ccc(C(=O)N2CCN(Cc3nc4sc5c(c4c(=O)[nH]3)CCCC5)CC2)cc1 was read as Lipid storage S3 inactive and Lipid storage S3 cell count max 21.
`COc1ccc(NC(=S)N2CCN(c3ccccn3)CC2)cc1` gave Lipid storage S3 inconclusive.

Continued:
`COc1ccc(CCNC(=O)COC(=O)c2cnccn2)cc1` gave Lipid storage S3 inconclusive.
`COC(=O)[C@@H]1C[C@@H]2CC[C@@H](O)C[C@@H]2N1Cc1ccc(OC)cc1` gave Lipid storage S3 -4% and Lipid storage S3 cell count max 7.
Screening CCOc1cc(S(=O)(=O)NCc2ccccc2)ccc1F returned Lipid storage S3 2% and Lipid storage S3 cell count max 14.
`O=C(CN(Cc1ccc(Br)cc1)S(=O)(=O)c1ccccc1)NCc1ccncc1` gave Lipid storage S3 -19%.
Screening CCn1c(=NC(=O)C2COc3ccccc3O2)sc2c(OC)ccc(OC)c21 (centres undefined) returned Lipid storage S3 7% and Lipid storage S3 cell count max -5.
O=C(CC1C(=O)Nc2ccccc2N1CC(=O)N1CCCC1)Nc1ccc(Br)cc1 (centres undefined) was read as Lipid storage S3 inconclusive.
CC(C(=O)NC1C(=O)N2C(C(=O)O)=C(CSc3nnnn3C)CSC12)n1cc(Br)cn1 (centres undefined) was read as Lipid storage S3 2% and Lipid storage S3 cell count max 0.
`CC(c1nnc(SCC(=O)Nc2cc([N+](=O)[O-])ccc2F)n1Cc1ccccc1)N(C)C` (centres undefined) gave Lipid storage S3 inactive and Lipid storage S3 cell count max -16.
`O=C(/C=C/c1ccc(F)cc1)Nc1nc2ccccc2[nH]1` gave Lipid storage S3 inconclusive.
Screening Cc1cc(-n2nc3ccccc3n2)c(O)c([N+](=O)[O-])c1 returned Lipid storage S3 inconclusive.
CCCCn1c(-c2c(Cl)c(C)nn2C)n[nH]c1=S was read as Lipid storage S3 -1% and Lipid storage S3 cell count max 20.
Cc1cccc2c1NC(=O)C21N2CCCC2C(C(=O)c2ccc3ccccc3c2)C12C(=O)Nc1ccccc12 (centres undefined) was read as Lipid storage S3 0% and Lipid storage S3 cell count max -2.
For N#Cc1ccsc1NC(=O)C1CCCN1S(=O)(=O)c1cccs1 (centres undefined) the results were Lipid storage S3 inconclusive.
Screening CCC(C)(C)NC(=O)c1ccc(Sc2nncn2C)c([N+](=O)[O-])c1 returned Lipid storage S3 -1% and Lipid storage S3 cell count max 1.
`CN1CC(=O)N/C1=N\C(=O)Nc1ccc2c(c1)N(C)C(=O)CS2` gave Lipid storage S3 inconclusive.

By substructure: those above with bromine.
Screening CC1CCN(Cc2c(C(=O)N/N=C/c3cc(Br)ccc3O)nnn2-c2nonc2N)CC1 returned Lipid storage S3 inconclusive.
`O=C(CN(Cc1ccc(Br)cc1)S(=O)(=O)c1ccccc1)NCc1ccncc1` gave Lipid storage S3 -19%.
O=C(CC1C(=O)Nc2ccccc2N1CC(=O)N1CCCC1)Nc1ccc(Br)cc1 (centres undefined) was read as Lipid storage S3 inconclusive.
CC(C(=O)NC1C(=O)N2C(C(=O)O)=C(CSc3nnnn3C)CSC12)n1cc(Br)cn1 (centres undefined) was read as Lipid storage S3 2% and Lipid storage S3 cell count max 0.

(cont.)
Cc1cccc(NC(=O)COC(=O)c2cc3ccccc3oc2=O)c1 was read as Lipid storage S3 inconclusive.
COC(=O)c1[nH]c(C)c(/C(O)=C2\C(=O)C(=O)N(CCN(C)C)C2c2ccc(C)o2)c1C (centres undefined) was read as Lipid storage S3 inconclusive.
`C=CCn1c(C)c(C(C)=O)c(N2CCCC2)nc1=S` gave Lipid storage S3 1% and Lipid storage S3 cell count max 0.
Screening Cc1ccc(NC(=O)CN2C(=O)NC(C)(c3ccccc3)C2=O)c(C)c1 (centres undefined) returned Lipid storage S3 inconclusive.
Screening CCN(C(=O)c1cc2c(=O)[nH]c3ccc(C)cc3c2s1)c1ccccc1C returned Lipid storage S3 inconclusive.
For CC1=CC(=C(C#N)c2nc3ccccc3s2)C=C(C)N1Cc1ccco1 the results were Lipid storage S3 -4% and Lipid storage S3 cell count max -19.
Screening CS(=O)(=O)NCCSCc1ccc(Cl)cc1 returned Lipid storage S3 0% and Lipid storage S3 cell count max 9.
For COc1ccc(NC(=O)CCOc2ccc(C)cc2)cc1S(=O)(=O)N1CCOCC1 the results were Lipid storage S3 inconclusive.
Screening O=C(NCCN1CCN(c2ccccc2F)CC1)C1c2ccccc2C(=O)N2CCc3ccccc3C12 (centres undefined) returned Lipid storage S3 inconclusive.
Screening CC1CCN(C(=O)CNC(=O)Cn2ccc3ccccc3c2=O)CC1 returned Lipid storage S3 inconclusive.
Screening COC(=O)CNC(=O)COC(=O)c1cc(Cl)cc(Cl)c1N returned Lipid storage S3 -2% and Lipid storage S3 cell count max -19.
`COc1cc(/C=C2\SC(N)=NC2=O)cc(Cl)c1O` gave Lipid storage S3 1% and Lipid storage S3 cell count max 15.
`OC(CNc1ncnc2sccc12)c1ccccc1` (centres undefined) gave Lipid storage S3 inconclusive.
For COc1ccc(C2(c3ccc(OC)cc3)NC(=O)N(CC(=O)N(C)c3ccccc3)C2=O)cc1 the results were Lipid storage S3 27% and Lipid storage S3 cell count max -21.
CCN(CC)S(=O)(=O)c1cc(C(=O)Nc2ccccc2C(=O)O)ccc1OC was read as Lipid storage S3 5% and Lipid storage S3 cell count max 5.
`CCOC(=O)CCSc1nc(C)cc(C(F)(F)F)c1C#N` gave Lipid storage S3 inconclusive.
`CC(/C=C/c1ccc2c(c1)OCO2)=N/NC(=O)c1ccc(C)nc1` gave Lipid storage S3 inconclusive.
COc1cccc(N2CCN(C(=O)CCCCCNc3nc(=S)[nH]c4ccccc34)CC2)c1 was read as Lipid storage S3 inconclusive.
`CCCOc1ccc(C(C)=O)cc1CSc1nc(O)cc(=O)[nH]1` gave Lipid storage S3 inconclusive.
COc1ccccc1NCC(=O)N/N=C/C=C/c1ccccc1 was read as Lipid storage S3 19% and Lipid storage S3 cell count max -6.
Screening COc1cc(NC(=O)C2CC2)c(OC)cc1NC(=O)c1ccco1 returned Lipid storage S3 inconclusive.
Screening COc1ccc(CCNC(=O)c2ccc(CS(=O)Cc3ccc(C)cc3)o2)cc1OC (centres undefined) returned Lipid storage S3 inconclusive.
Cc1ccccc1NC(=O)CSc1nnc(Cc2cccn2C)n1-c1ccc(F)cc1 was read as Lipid storage S3 4% and Lipid storage S3 cell count max -4.
Screening COc1ccc(-c2nnc(SCC(=O)NC3CCCC3)n2C)cc1 returned Lipid storage S3 inconclusive.
COc1ccccc1C(=O)NCCC(=O)Nc1ccc(S(=O)(=O)N2C(C)CCCC2C)cc1 (centres undefined) was read as Lipid storage S3 inconclusive.
